Screens deposited in PubChem by National Center for Advancing Translational Sciences (NCATS).
Glioma ERSR ind – qHTS for Inducers of the Endoplasmic Reticulum Stress Response (ERSR) in Human Glioma: qHTS; AID 602332, 2012; Potency, µM, inactives show top-dose activation, most hits filed as activators; U87-MG GRP78 promoter luciferase reporter, 16 h; 420,000 compounds, 0.02% hits; also: potency is read from the fitted curve at half-maximal effect; series mostly up to about 76 µM; % of control where 0% means no effect; nearly all actives have a fitted effect of over 35% in size
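Stably transfected U87-MG glioma cells carrying a GRP78-based luciferase sensor; 16 h compound incubation. Luminescence end-point read 10 min after Bright-Glo addition at room temperature.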
Vif-A3G inh – qHTS for Inhibitors of Vif-A3G Interactions: qHTS; DNA dC->dU-editing enzyme APOBEC-3G (Homo sapiens), Q9HC16; HeLa A3G-eYFP + Vif (tagged APOBEC3G with the HIV-1 protein that degrades it), YFP fluorescence, overnight; Potency, µM (highest dose often 46.1 µM), for the others: at the highest dose activity, negative = active, hits mostly inhibitors; 410,000 compounds, 0.076% hits; AID 602310, 2012;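 also: potency is read from the fitted curve at half-maximal effect; % is scaled to controls: 0 for no effect and ±100 for the full control effect; nearly all actives have a fitted effect of over 60% in size; hits raise eYFP signal because A3G escapes Vif-driven loss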
Target sequence (Q9HC16 whole entry, looked up): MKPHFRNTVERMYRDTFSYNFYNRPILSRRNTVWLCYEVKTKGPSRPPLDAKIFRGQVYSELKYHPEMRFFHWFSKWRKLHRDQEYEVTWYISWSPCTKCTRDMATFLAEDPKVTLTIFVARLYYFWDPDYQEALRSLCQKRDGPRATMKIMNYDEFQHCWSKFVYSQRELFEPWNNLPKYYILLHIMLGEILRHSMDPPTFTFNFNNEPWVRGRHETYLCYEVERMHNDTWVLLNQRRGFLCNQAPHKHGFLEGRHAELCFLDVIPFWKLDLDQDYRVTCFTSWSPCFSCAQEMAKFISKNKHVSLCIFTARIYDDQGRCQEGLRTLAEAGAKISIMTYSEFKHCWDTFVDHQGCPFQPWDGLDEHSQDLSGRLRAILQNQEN
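HeLa cells stably expressing Vif and C-terminally eYFP-tagged A3G, seeded overnight at 37 deg C, then exposed to compound by pintool overnight at 37 deg C. Rise in yellow fluorescence (Ex 488/Em 500-530, Acumen) marks blocked Vif-driven A3G degradation.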
Vif-A3F inh – qHTS for Inhibitors of Vif-A3F Interactions: qHTS; HeLa A3F-eYFP + Vif (tagged APOBEC3F with the HIV-1 protein that degrades it), YFP fluorescence increase; Potency, µM (top dose mostly 46.1 µM), inactives show at the highest dose activity, negative = active; 390,000 compounds, 0.2% hits; also: potency is read from the fitted curve at half-maximal effect; % of control where 0% means no effect; nearly all actives have a fitted effect of over 65% in size
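HeLa cells stably expressing Vif plus C-terminally eYFP-tagged A3F were seeded, incubated overnight at 37 deg C, dosed with compound, incubated overnight again at 37 deg C. Yellow fluorescence (Ex 488/Em 500-530) reported blocked Vif-mediated A3F-eYFP degradation.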
D1 ag – Allosteric Agonists of the Human D1 Dopamine Receptor: qHTS. D(1A) dopamine receptor (Homo sapiens), P21728. 360,000 compounds, 1% hits. activation, % at 2 µM. HEK293 T-REx D1 cells, calcium flux, agonist mode; in the data active = activation above about 30%; also: 0% is about no effect
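Agonism was scored from calcium flux recorded over 180 s (1 read/s) after pintool compound addition, following a 10-cycle baseline. Cells were inducible force-coupled HEK293 TREx D1, plated overnight at 30 C and loaded with no-wash calcium dye.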
RXFP1 agonist – qHTS Assay for Agonists of the Relaxin Receptor RXFP1; HEK293T-RXFP1 cAMP TR-FRET, 30 min; response scale: percent of porcine relaxin response, buffer zero; Potency, µM (series often up to 57.5 µM), without a hit: top-dose activation, hits mostly activators; 370,000 compounds, 0.3% hits; Relaxin receptor 1 (Homo sapiens), Q9HBX9; also: potency is read from the fitted curve at half-maximal effect; % is scaled to controls: 0 for no effect and ±100 for the full control effect; nearly all actives have a fitted effect of over 60% in size; many of its hits are not listed in these tables
Target sequence (Q9HBX9 whole entry, looked up): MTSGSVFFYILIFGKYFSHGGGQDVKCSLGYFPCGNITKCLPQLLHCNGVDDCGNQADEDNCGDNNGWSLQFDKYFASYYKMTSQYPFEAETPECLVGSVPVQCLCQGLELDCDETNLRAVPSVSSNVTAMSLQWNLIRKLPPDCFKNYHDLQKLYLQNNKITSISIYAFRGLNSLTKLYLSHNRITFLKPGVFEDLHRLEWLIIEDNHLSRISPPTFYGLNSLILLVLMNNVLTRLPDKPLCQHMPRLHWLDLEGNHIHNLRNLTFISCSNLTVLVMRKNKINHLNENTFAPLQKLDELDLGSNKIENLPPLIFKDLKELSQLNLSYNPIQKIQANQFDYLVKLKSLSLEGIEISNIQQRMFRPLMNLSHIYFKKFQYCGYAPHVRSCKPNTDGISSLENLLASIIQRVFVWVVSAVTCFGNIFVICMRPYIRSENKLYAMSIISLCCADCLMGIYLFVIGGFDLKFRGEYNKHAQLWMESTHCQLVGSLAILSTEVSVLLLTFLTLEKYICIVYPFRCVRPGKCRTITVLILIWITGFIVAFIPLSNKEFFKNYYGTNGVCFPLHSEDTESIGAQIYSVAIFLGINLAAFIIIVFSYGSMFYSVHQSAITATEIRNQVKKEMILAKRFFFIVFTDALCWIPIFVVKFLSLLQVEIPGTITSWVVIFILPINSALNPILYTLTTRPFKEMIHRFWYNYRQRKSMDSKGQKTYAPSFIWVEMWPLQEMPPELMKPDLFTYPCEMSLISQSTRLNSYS
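HEK293T cells stably expressing RXFP1 were pretreated with the PDE4 inhibitor Ro 20174, exposed to compounds for 30 min at 37C, lysed, and cAMP was read by TR-FRET. Data normalized to buffer (basal) and 29 nM porcine relaxin (100%).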
D2 PAM – HTS Assay for Positive Allosteric Modulators of the Human D2 Dopamine Receptor: Primary Screen for Potentiators; HEK293 T-REx D2, calcium flux, EC20 dopamine potentiation; potentiation, % at 10 µM; 340,000 compounds, 0.34% hits;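 active = potentiation over 3 SD above the plate norm, cut at about 30% in these data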; also: 0% is about no effect
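Primary screen. Calcium kinetics in induced HEK293 T-REx D2 cells: compound pre-addition 180 s, EC20 dopamine, 180 s more.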
D1 antagonist – Antagonist of Human D 1 Dopamine Receptor: qHTS; 360,000 compounds, 3.2% hits; D(1A) dopamine receptor (Homo sapiens), P21728; activity change, negative = inhibition, % at 10 µM; HEK293 TREx D1 cells, calcium flux, dopamine EC80; hits give low values; AID 504652, 2011; in the data active = activity change below about -30%; also: % is scaled to controls: 0 for no effect and ±100 for the full control effect
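After overnight tetracycline induction at 30 C, force-coupled D1 HEK293 cells took up a no-wash calcium dye at room temperature. Compounds were added and monitored 180 s, and the response to EC80 dopamine was then recorded.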
D1 PAM – Potentiators of Human D1 Dopamine Receptor: qHTS | HEK293 TREx D1 cells, calcium flux, dopamine EC20 potentiation | 360,000 compounds, 0.036% hits | D(1A) dopamine receptor (Homo sapiens), P21728 | potentiation, % at 10 µM | AID 504651, 2011; in the data active = potentiation above about 30%; also: 0% is about no effect
LDHA inh – qHTS assay for inhibitors of human lactate dehydrogenase; L-lactate dehydrogenase A chain (Homo sapiens), P00338; purified LDHA, NADH/diaphorase-resazurin fluorescence; hits give low values; activity change, % (values are at about 110 or 230 µM); 480,000 compounds, 0.15% hits; in the data active = activity change below about -30%; inconclusive = mostly about -25% to -30%;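 also: plate controls were DMSO wells for no effect and wells without enzyme for full effect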
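Human LDH5 (2 nM) was incubated with 0.06 mM NADH and 0.2 mM pyruvate for 5 min at room temperature in Tris pH 7.4. Remaining NADH was coupled through diaphorase/resazurin, and resorufin fluorescence was read at 0 and 20 min.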
* marks the source's active call; other numbers are inactive results; ? = inconclusive; nt = no result given; & = joins results of further samples. Unless noted, calls follow the shape of the dose curve; as a rule, active = well fitted curve in the direction sought with a large enough effect; inconclusive = small, poorly fitted or top-dose-only effect, or another doubt; inactive = no such curve, though single readings can be large; an effect the other way counts as inactive or inconclusive.

A first look, 4 compounds:
1. CC(C)n1ncc2c(C(=O)NCc3cccnc3)cc(C3CC3)nc21
2. COc1cc(/C=N/NC(N)=S)ccc1OC(=O)c1ccc(C)cc1
3. O=C(NCc1ccncc1)Nc1ccc(Cc2ccc(NC(=O)NCc3ccncc3)cc2)cc1
4. COc1ccc(C(=O)N(CCc2ccccc2)Cc2cccs2)c(OC)c1

Compound	1	2	3	4
Glioma ERSR ind	3%	-4%	-1%	0%
Vif-A3G inh	0%	1%	-6%	-1%
Vif-A3F inh	-2%	3%	0%	-11%
D1 ag	2	2	nt	3
RXFP1 agonist	1.0%	3.8%	nt	3.2%
D2 PAM	-18	1	nt	-10
D1 antagonist	-1	20	nt	-7
D1 PAM	-3	-4	nt	-5
LDHA inh	-7	-2	-1	4

Main list, from the first entry:
1. CC(C)n1ncc2c(C(=O)NCc3cccnc3)cc(C3CC3)nc21
2. COc1cc(/C=N/NC(N)=S)ccc1OC(=O)c1ccc(C)cc1
3. O=C(NCc1ccncc1)Nc1ccc(Cc2ccc(NC(=O)NCc3ccncc3)cc2)cc1
4. COc1ccc(C(=O)N(CCc2ccccc2)Cc2cccs2)c(OC)c1
5. CCN(CC)C(=O)c1sc(NC(=O)c2cc(-c3ccc(C)s3)nc3ccccc23)c(C(=O)OC)c1C
6. Cc1ccc(C(=O)OCC(=O)NC(C)c2ccccc2)s1 (centres undefined)

Compound	1	2	3	4	5	6
Glioma ERSR ind	3%	-4%	-1%	0%	-8%	-1%
Vif-A3G inh	0%	1%	-6%	-1%	-11%	2%
Vif-A3F inh	-2%	3%	0%	-11%	-5%	5%
D1 ag	2	2	nt	3	6	nt
RXFP1 agonist	1.0%	3.8%	nt	3.2%	0.0%	nt
D2 PAM	-18	1	nt	-10	4	nt
D1 antagonist	-1	20	nt	-7	3	nt
D1 PAM	-3	-4	nt	-5	-3	nt
LDHA inh	-7	-2	-1	4	-2	-6

7. Cc1cc(Cl)ccc1NC(=S)N1CCN(Cc2ccccc2)CC1
8. CC(C)C(C)NC(=O)CN1C(=O)NC(C)(c2ccc3ccccc3c2)C1=O (centres undefined)
9. COC(=O)C(NC(C)=O)(Nc1ccc(Br)cn1)C(F)(F)F (centres undefined)
10. O=C1CSC(c2cccc([N+](=O)[O-])c2)N1C1CC2CCC1C2 (centres undefined)
11. COc1cc(/C=C2/C(=N)N3N=C(C(C)C)SC3=NC2=O)ccc1OS(=O)(=O)c1ccccc1
12. Cn1cnnc1-c1cccc(NS(=O)(=O)c2ccc(N3CCCC3=O)cc2)c1

Compound	7	8	9	10	11	12
Glioma ERSR ind	-1%	-3%	-1%	-4%	2%	-3%
Vif-A3G inh	2%	-7%	-1%	-13%	-10%	1%
Vif-A3F inh	-15%	0%	0%	0%	0%	-5%
D1 ag	3	1	2	1	1	-1
RXFP1 agonist	0.0%	0.9%	2.6%	1.9%	0.6%	-1.4%
D2 PAM	12	nt	3	-10	-2	3
D1 antagonist	-7	-11	-7	3	-31*	-1
D1 PAM	-1	-4	0	0	-2	-2
LDHA inh	-9	-11	-5	1	-2	-1

13. CC(=O)Nc1ccc(NS(=O)(=O)c2ccc3[nH]c(=O)[nH]c3c2)cc1
14. CCCCc1nn2c(=O)cc(COC(=O)c3ccc(NC(=O)c4ccccc4C)cc3)nc2s1
15. CS/C(=C\[N+](=O)[O-])Nc1ccc(OC(F)(F)F)cc1
16. COc1ccc2c(c1)CC(C1(O)C(=O)N(C)c3ccccc31)C2=O (centres undefined)
17. CC(C)c1nnc(NC(=O)CCC(=O)N2CCN(Cc3ccccc3)CC2)s1
18. CC(C)N1CCN(Cc2ccc3nsnc3c2)CC1CCO (centres undefined)

Compound	13	14	15	16	17	18
Glioma ERSR ind	-1%	-5%	-6%	-3%	-1%	-5%
Vif-A3G inh	1%	2%	-13%	-1%	0%	4%
Vif-A3F inh	-8%	1%	1%	0%	3%	9%
D1 ag	-1	4	6	0	2	1
RXFP1 agonist	0.1%	1.9%	3.7%	2.6%	0.2%	0.3%
D2 PAM	6	4	9	7	-8	-9
D1 antagonist	-9	4	-9	-8	11	-12
D1 PAM	-9	0	-1	-3	-5	0
LDHA inh	7	4	-3	2	-1	-3

19. CCOC(=O)C1CCCN(C(=O)c2cc3c(C)nc4ccccc4c3o2)C1 (centres undefined)
20. CC1CC2(C)CC(C)C1(COC(=O)Nc1ccccc1)CO2 (centres undefined)
21. CC1CCCCN1C(=O)CCn1c(=O)oc2ccccc21 (centres undefined)
22. COc1nc(-c2ccncc2)nc2ccccc12
23. OCn1c2ccccc2c2ccccc21
24. Cn1c([N+](=O)[O-])cnc1COC(N)=O

Compound	19	20	21	22	23	24
Glioma ERSR ind	-5%	1%	4%	0%	1%	-2%&-6%&-3%
Vif-A3G inh	-3%	0%	1%	3%	0%	-2%
Vif-A3F inh	0%	-16%	0%	5%	0%	4%
D1 ag	-4	2	4	2	1	0
RXFP1 agonist	0.6%	-0.6%	-0.1%	-0.4%	5.7%	4.9%
D2 PAM	13	3	11	9	-13	8
D1 antagonist	3	-4	0	7	-12	-21
D1 PAM	-2	0	3	6	-11	-2
LDHA inh	2	-3	2	-1	-4	-16

25. COc1nccc(C(F)(F)F)c1C(=O)NC(=O)Nc1ccccc1
26. O=C(Nc1ccccc1Cc1ccccc1)c1ccncc1
27. CCCNc1nc(NCC)nc(OC)n1
28. O=C(Nc1cccc(-c2cccc(F)c2)c1)C1CCN(CC2CCOC2)CC1 (centres undefined)
29. Cn1cccc1CNC(=S)Nc1cc(F)cc(F)c1
30. CC(Oc1cc2oc(=O)c3c(c2cc1Cl)CCCC3)C(=O)NCC1CCC(C(=O)O)CC1 (centres undefined)

Compound	25	26	27	28	29	30
Glioma ERSR ind	-1%	-4%	6%	-5%	0%	0%
Vif-A3G inh	0%	-2%	-1%	1%	0%	-8%
Vif-A3F inh	-6%	-10%	-8%	-2%	1%	3%
D1 ag	4	3	3	19	5	2
RXFP1 agonist	0.2%	0.2%	0.6%	-0.3%	0.5%	8.0%
D2 PAM	-1	-1	-1	-11	8	-4
D1 antagonist	11	7	-1	1	3	9
D1 PAM	6	12	-5	-13	-8	-4
LDHA inh	-5	-7	-9	-4	-10	-3

31. Cc1cccc(CCNC(=O)CN(C)S(=O)(=O)c2cnc[nH]2)c1
32. Fc1ccc(C2c3[nH]c4ccccc4c3CCN2Cc2ccoc2)cc1 (centres undefined)
33. COc1c(C(=O)NCCSC(C)(C)C)ccc2ccccc12
34. CC1=C(C(=O)Nc2ccccc2)C(c2cccnc2)n2ncnc2N1 (centres undefined)
35. CCOC(=O)N1CCN(CC(=O)N2c3ccccc3Sc3ccccc32)CC1
36. CCOC(=O)c1c(C)[nH]c(C(=O)OCC(O)=C(C#N)c2nc3ccccc3[nH]2)c1C

Compound	31	32	33	34	35	36
Glioma ERSR ind	-2%	-5%	3%	?	-3%	3%
Vif-A3G inh	1%	-10%	-1%	-1%	3%	?
Vif-A3F inh	-6%	1%	-5%	-3%	-20%	?
D1 ag	4	1	0	2	47*	nt
RXFP1 agonist	-1.4%	-0.7%	4.4%	0.6%	2.0%	nt
D2 PAM	-8	7	11	11	7	nt
D1 antagonist	-1	2	-12	-12	-5	nt
D1 PAM	-8	4	-1	-7	12	nt
LDHA inh	-3	-3	-6	-5	-15	-13

37. NC(=S)N/N=C/c1cn(-c2ccccc2)nc1-c1cccnc1
38. CCOCCSC1=C(C#N)C(c2cccs2)C(C(C)=O)=C(C)N1 (centres undefined)
39. COc1ccc(N(CC(=O)NC2CCS(=O)(=O)C2)S(=O)(=O)c2cc(C)ccc2C)cc1 (centres undefined)
40. Cc1ccc(C(=O)Nc2cccnc2)cc1[N+](=O)[O-]
41. CCNC(=O)C(=O)NCC1CCCN1S(=O)(=O)c1cccs1 (centres undefined)
42. O=C(CS(=O)c1ccc(C(F)(F)F)cc1[N+](=O)[O-])Oc1ccc(Cl)cc1 (centres undefined)

Compound	37	38	39	40	41	42
Glioma ERSR ind	6%	-1%	-3%	1%	-3%	-13%
Vif-A3G inh	-2%	0%	-1%	1%	-5%	-20%
Vif-A3F inh	-5%	nt	9%	2%	-4%	-5%
D1 ag	2	1	nt	-1	2	0
RXFP1 agonist	1.4%	2.1%	nt	0.2%	0.7%	-0.1%
D2 PAM	7	-4	nt	1	-8	15
D1 antagonist	-2	-3	nt	-4	-7	9
D1 PAM	-5	-1	nt	-7	-1	-2
LDHA inh	-3	0	-7	-1	0	7

43. COc1cccc(N2C(=NC(=O)COc3ccccc3)SC3CS(=O)(=O)CC32)c1 (centres undefined)
44. O=C(Nc1ccc(Cl)c(Cl)c1)Nc1ccc([N+](=O)[O-])cn1
45. CCc1nn(CCCC(=O)N(C)Cc2ccccc2)c(=O)c2cc3occc3n12
46. CC1CCN(C(=O)C2CCCN(S(C)(=O)=O)C2)CC1 (centres undefined)
47. N=c1n(-c2ccccc2)c(O)cc(=O)n1-c1ccccc1
48. CC1CCc2c(sc3ncnc(NCc4cccnc4)c23)C1 (centres undefined)

Compound	43	44	45	46	47	48
Glioma ERSR ind	-4%	-4%	-5%	-1%	-3%	0%
Vif-A3G inh	3%	-3%	1%	2%	2%	-10%
Vif-A3F inh	0%	-1%	-6%	1%	6%	2%
D1 ag	3	7	4	0	nt	1
RXFP1 agonist	0.1%	1.3%	5.4%	-0.6%	-1.7%	7.9%
D2 PAM	-3	7	15	6	nt	-11
D1 antagonist	-2	-5	14	2	nt	-5
D1 PAM	5	-2	6	5	nt	-2
LDHA inh	-3	3	-2	1	-1	-1

An excerpt. The share of hits here may be higher or lower than overall.
